From PubChem
HCMV antiviral = inhibitors of human cytomegalovirus | HFF cells, HCMV-luciferase reporter, 72 h; active compounds read low | activity change, negative = inhibition, % at 57.5 µM | 410,000 compounds, 4.5% hits; in the data active = activity change below about -60%; inconclusive = no clear call, values can overlap the other calls; inactive = above about -39%
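Steps: HFFs plated, 16 h 37C; compounds added; HCMV-luciferase added to MOI 1 PFU/cell; 72 h 37C; OneGlo reagent, 5 min room temperature; luminescence read, normalized to controls.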
Sm TGR block = S. mansoni TGR enzyme inhibition | purified TGR, DTNB reduction, TNB absorbance 405 nm | Q962Y6 | Potency, µM (series often up to 114 µM), for the others: at the top dose activity change, negative = inhibition, actives largely listed as inhibitors | 360,000 compounds, 3% hits; note: potency is the fitted concentration of half-maximal effect; nearly all actives have a fitted effect of over 60% in size
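TGR 20 nM + NADPH 100 uM (dispensed conc.), cpd preinc 15 min RT; start with NADPH (500 uM addition) then DTNB (15 mM addition). Kinetic TNB absorbance, 405 nm filter. Four-parameter Hill fit across titration.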
AmpC no deterg = AmpC beta-lactamase inhibition without detergent. 330,000 compounds, 0.52% hits. AmpC nitrocefin hydrolysis, absorbance 480 nm, 0.0001% Triton. Potency, µM (highest dose often 57.1 µM), inactives show at the top dose activity change, negative = inhibition, usual class: inhibitors;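 note: potency is the fitted concentration of half-maximal effect; plate controls were no compound for no effect and no enzyme for full effect; nearly all actives have a fitted effect of over 20% in size; some results filed as inactive show a strong effect at the top dose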
Target sequence (P00811 whole entry, looked up): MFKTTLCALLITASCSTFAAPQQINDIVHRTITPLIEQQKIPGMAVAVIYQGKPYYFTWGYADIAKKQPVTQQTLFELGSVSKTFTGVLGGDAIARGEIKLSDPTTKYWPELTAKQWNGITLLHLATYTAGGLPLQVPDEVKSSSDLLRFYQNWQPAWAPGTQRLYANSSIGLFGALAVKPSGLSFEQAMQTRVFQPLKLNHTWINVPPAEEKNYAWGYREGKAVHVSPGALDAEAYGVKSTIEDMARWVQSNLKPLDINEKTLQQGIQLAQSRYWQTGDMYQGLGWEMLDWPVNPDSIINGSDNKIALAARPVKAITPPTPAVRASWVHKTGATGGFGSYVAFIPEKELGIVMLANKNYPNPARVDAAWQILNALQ
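20 mM phosphate pH 7.0 + 0.01% (detergent screen) or 0.0001% Triton X-100; 5.3 nM AmpC reagent; cpd preinc 15 min RT; nitrocefin (800 uM stock) to start; A480 q20 s × 4 min; Activity was normalised to no-enzyme and no-compound control wells.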
HCV inhibitor = blocks hepatitis C virus; Huh7.5.1 HCVcc-Cre infection, luciferase reporter, 44 h; Potency, µM (doses to about 41.8 µM), inactives show at the top dose activity change, negative = inhibition, hits mostly inhibitors; 340,000 compounds, 3.4% hits; AID 651820; note: potency is the fitted concentration of half-maximal effect
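1,000 cells/well; 4 h culture; + compound; + HCVcc-Cre (~0.5 moi); 44 h; luciferase substrate, RT 15 min; read 15 sec.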
AmpC inh detg = AmpC beta-lactamase inhibition with detergent present; P00811; AmpC hydrolysis of nitrocefin, absorbance 480 nm, 0.01% Triton; Potency, µM (titrated, usually from 114 µM), inactives show at the highest dose activity change, negative = inhibition, usual class: inhibitors; 370,000 compounds, 0.041% hits;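 note: potency is the fitted concentration of half-maximal effect; 0% = no-compound wells and -100% = no-enzyme wells; nearly all actives have a fitted effect of over 25% in size; some results filed as inactive show a strong effect at the top dose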
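AmpC (5.3 nM in the dispensed reagent) in 20 mM phosphate pH 7.0 with 0.01% (detergent screen) or 0.0001% Triton X-100 was preincubated with compounds for 15 min at room temperature. Nitrocefin was then added from an 800 uM solution, and hydrolysis was followed at 480 nm.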
Giardia FBPA inh = inhibitors of Giardia lamblia fructose-1,6-bisphosphate aldolase; A8B2U2; purified Giardia FBPA; Potency, µM (titrated, usually from 59.6 µM), inactives show at the top dose activity, negative = inhibition, actives largely listed as inhibitors; 290,000 compounds, 0.71% hits; AID 2451; note: potency is the fitted concentration of half-maximal effect; nearly all actives have a fitted effect of over 55% in size
Target sequence (A8B2U2 whole entry, looked up): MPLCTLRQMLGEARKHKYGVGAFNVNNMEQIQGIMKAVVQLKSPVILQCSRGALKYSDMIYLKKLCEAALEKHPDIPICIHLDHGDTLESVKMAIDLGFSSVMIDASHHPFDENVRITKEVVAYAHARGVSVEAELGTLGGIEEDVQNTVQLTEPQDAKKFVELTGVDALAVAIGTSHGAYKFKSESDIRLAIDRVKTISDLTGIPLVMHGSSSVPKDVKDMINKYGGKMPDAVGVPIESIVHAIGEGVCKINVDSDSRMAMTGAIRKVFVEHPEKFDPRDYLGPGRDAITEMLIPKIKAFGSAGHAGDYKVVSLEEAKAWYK
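40 nM FBPA preincubated 10 min at RT with compound (up to 57.5 uM final), then substrate plus GAPDH/TPI/NAD/arsenate coupling and diaphorase/resazurin added. Fluorescence read after 20 min at RT, 525/598 nm.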
* hit, by the source's call; ? = inconclusive; nt = not tested or not shown; & = joins results of further samples; ! = a repeat was not active; [ ] = remark or other dose. Unless noted, calls come from the whole dose curve; as a rule, active = well fitted curve in the direction sought with a large enough effect; inconclusive = small, poorly fitted or top-dose-only effect, or another doubt; inactive = no such curve, though single readings can be large; an effect the other way counts as inactive or inconclusive. Unless noted, % is set by controls: 0 for no effect and ±100 for the full control effect.

SMILES	HCMV antiviral	Sm TGR block	AmpC no deterg	HCV inhibitor	AmpC inh detg	Giardia FBPA inh
O=C(Cc1ccc(Cl)cc1)NCC(c1cccs1)S(=O)(=O)c1ccccc1 (stereo not drawn)	-16	8%	nt	nt	-5%	nt
C=CCOc1c(Cl)cc(CNCCCN2CCOCC2)cc1OC	-10	3%	-7%	?	?	?
CN(C)c1cccc(C(=O)Nc2nc3ccccc3[nH]2)c1	26	-5%	-37%	-21%	-11%	-2%
Cc1ccc(C(=O)Oc2coc(CSc3nnc(NC(=O)c4cccs4)s3)cc2=O)cc1C	7	-12%	7.1µM*	22%	?	5%
C[C@@H]1CC2OC(=O)[C@@]3(C)C(=O)CC[C@@](C)(C23)[C@@]1(O)CCc1ccoc1 (stereo partly drawn)	-31	3%	0%	4%	-2%	-2%
CC(C)CN1C2CCCC1CC(NC(=O)c1ccc([N+](=O)[O-])cc1)C2 (stereo not drawn)	38	-5%	-12%	-2%	-17%	-7%
O=C(O)CCC(=O)NCCc1cccc(Cl)c1	32	nt	-10%	9%	7%	3%
Cc1ccc2nc(NC(=O)COC(=O)c3ccncc3)sc2c1	65	-2%	-12%	5%	2%	-5%
Cc1ccc(NC(=O)C(C)OC(=O)CCN=C2NS(=O)(=O)c3ccccc32)cc1 (stereo not drawn)	-6	5%	-9%	-7%	?	nt
CC1CCN(CC(=O)Nc2ccc(Cl)cc2[N+](=O)[O-])CC1	?	0%	-19%	?	2%	-4%
CC(=O)N1CCC2(CC1)C(C#N)=C(N)Oc1n[nH]c(CSc3ccc(C)cc3)c12	-6	-1%	-36%	8%	-7%	-1%
C#CCSc1nnc(-c2ccccc2)c(=O)[nH]1	48	5%	-7%	?	4%	?
COc1ccc(Cl)cc1NC(=O)CCN1C(=O)C2CC=CCC2C1=O (stereo not drawn)	96	1%	-23%	-24%	7%	nt
Cc1ccccc1N1CCN(c2ncnc3scc(-c4cccs4)c23)CC1	-67*	14%	-13%	10µM*	0%	nt
COc1ccc(-c2ccc3c(N)c(C(=O)c4cccc(OC)c4)sc3n2)cc1	-9	2%	-30%	-1%	-2%	0%
C=CCn1c(CSCc2ccc(C)cc2)nnc1SCC(=O)NCc1ccccc1	-1	-4%	50%	18%	-1%	-2%
COC(=O)c1c(Cl)c2n3ccccc3c(C)c(-c3ccccc3)c-2c1C(=O)OC	90	-26%	67%[activator]	13µM*	1%	-22%
COc1cccc(/C=C/C(=O)OCC(=O)NCCC2=CCCCC2)c1	-17	13%	-16%[2.29 µM]	28%	6%	-2%
CC1CC1C(=O)OCC(=O)NCc1ccccc1 (stereo not drawn)	-9	nt	-14%	5%	nt	nt
Nn1c(Cc2ccccc2)nc2sc3c(c2c1=O)CCC3	?	8%	-18%	19%	7%	-1%
Cc1ccc(-c2cc(-c3coc4ccccc4c3=O)c3c(n2)-c2ccccc2OC3)cc1	-1	7%	nt	nt	-3%	nt
O=C(CSC(=S)N1CCOCC1)Nc1ncc2c(n1)CCCC2=O	-3	1%	-10%	3%	-16%	5%
CC1CCN(c2ccccc2NC(=O)c2ccc(F)cc2)CC1	-15	-4%	-10%	-18%	6%	-3%
Clc1ccc(SCCn2cncn2)cc1	-14	14%	-18%	6%	-6%	-24%
O=c1c(/C=C(\O)c2ccccc2)nc2ccccc2n1-c1ccccc1	-28	-2%	-23%	18%	-17%	1%
CCN(CC)C(=O)c1sc2c(c1C)c(=O)n(CCc1ccccc1)c(=O)n2Cc1cccc(Cl)c1	?	8%	nt	nt	5%	nt
CC1(C(=O)Nc2nc3ccccc3s2)CC1(Br)Br (stereo not drawn)	35	-14%	-34%	6%	-4%	19%
Cc1cc(C(=O)N2CCCC(N3CCN(c4cccc(Cl)c4)CC3)C2)no1 (stereo not drawn)	-29	5%	153%[activator]	15%	1%	nt
CC(c1ccon1)N(C)C(=O)c1ccc(OC2CCN(C(=O)C3CC3)CC2)cc1 (stereo not drawn)	-29	15%	18%	10%	4%	6%
COc1cccc(CN2CCNC(=O)C2CC(=O)NCCN2CCCCC2=O)c1 (stereo not drawn)	5	?	32%	10%	7%	nt

Looked up by compound from above:
SMILES	HCMV antiviral	Sm TGR block	AmpC no deterg	HCV inhibitor	AmpC inh detg	Giardia FBPA inh
CC1CCN(c2ccccc2NC(=O)c2ccc(F)cc2)CC1	-15	-4%	-10%	-18%	6%	-3%
Clc1ccc(SCCn2cncn2)cc1	-14	14%	-18%	6%	-6%	-24%
CC(c1ccon1)N(C)C(=O)c1ccc(OC2CCN(C(=O)C3CC3)CC2)cc1 (stereo not drawn)	-29	15%	18%	10%	4%	6%
COc1cccc(CN2CCNC(=O)C2CC(=O)NCCN2CCCCC2=O)c1 (stereo not drawn)	5	?	32%	10%	7%	nt
CCN(CC)C(=O)c1sc2c(c1C)c(=O)n(CCc1ccccc1)c(=O)n2Cc1cccc(Cl)c1	?	8%	nt	nt	5%	nt
Cc1ccc(-c2cc(-c3coc4ccccc4c3=O)c3c(n2)-c2ccccc2OC3)cc1	-1	7%	nt	nt	-3%	nt

Going on with the list:
SMILES	HCMV antiviral	Sm TGR block	AmpC no deterg	HCV inhibitor	AmpC inh detg	Giardia FBPA inh
C#CCn1c(=NC(=O)CN2C(=O)CCC2=O)sc2cccc(C)c21	-32	0%	-2%	5%	-9%	-4%
CN(CC(=O)Nc1ccccc1Cl)C(=O)CCc1nc2ccccc2c(=O)[nH]1	-6	-2%	-24%	11%	-15%	nt
Cc1ccc(/S(C)=N/S(=O)(=O)c2ccc(C)cc2)cc1 (stereo not drawn)	-25	-24%	-31%	-2%	?	0%
O=C(CSc1nnc(-c2ccc(O)cc2)n1Cc1ccco1)c1cccs1	-36	25µM*	-27%	-4%	0%	-4%
COC(=O)/C=C/c1ccc(-n2ccnc2)cc1	8	2%	0%	10%	-8%	-1%
CC(N)C12CC3CC(CC(O)(C3)C1)C2 (stereo not drawn)	-28	2%	-5%	11%	-4%	-5%
CCNc1ccc(-c2nc(-c3ccccn3)no2)cc1[N+](=O)[O-]	-106*	4%	nt	nt	0%	nt
CSc1ncnc2c1ccn2CC(=O)Nc1ccc(C)c(C)c1	?	1%	0%	7%	-4%	nt
COc1cccc(C(=O)N(c2ccccc2)C2C=CS(=O)(=O)C2)c1 (stereo not drawn)	?	-5%	-7%	5%	-1%	0%
O=C(c1ccc(CS(=O)(=O)c2ccc(Br)cc2)o1)N1CCC2(CC1)OCCO2	-21	35µM*	-15%	20%	-6%	-2%
COc1cc2c(cc1OC)C(C)N(C(=O)CCNC(=O)c1ccccc1)CC2 (stereo not drawn)	6	-9%	8%	2%	-10%	nt
CCNC(=S)N1CCN(S(=O)(=O)c2cccc(C(F)(F)F)c2)CC1	29	-6%	3%	-5%	-3%	11%
CC(C)c1ccc(OCC(=O)NC2CC(C)(C)NC(C)(C)C2)c(Br)c1	-40	0%	2%	11µM*	9%	nt
CCNc1nc(NCC)n2c(SCC(=O)Nc3cccc(Cl)c3)nnc2n1	nt	-6%	28%	?	-19%	nt
O=C(Cn1c2ccccc2c2nc3n(c(=O)c21)CCS3)N1CCCC1	?	7%	0%	15%	1%	nt
COc1ccc(OC)c(C(=O)c2oc3ccccc3c2NC(C)=O)c1	67	3%	19%	-10%	-16%	0%
O=C(Nc1ccc(O)c(-c2nc3ccccc3o2)c1)c1ccc(-c2cccc(Cl)c2)o1	11	-3%	nt	nt	15%	nt
Cc1sc2nc(CN3CCOCC3)nc(Oc3ccc(NC(=O)c4ccco4)cc3)c2c1C	-17	28µM*	200%&198%[activator]	-5%	?	6%&11%
O=C(CCNC(=O)N1CC(=O)Nc2ccccc21)NCCc1cccc(F)c1	39	2%	8%	11%	-12%	nt
C/C(=N/NS(=O)(=O)c1cccc([N+](=O)[O-])c1)c1ccncc1	21	?	2%	2%	1%	nt
O=C1NC(=S)SC1=C1CCCC1	-5	?	-33%	18%	-11%	?
COc1ccccc1OCCCn1cc(C(=O)c2ccco2)c2ccccc21	166	1%	4%	11µM*	-1%	15%
CC(OC(=O)c1ccc(S(=O)(=O)N(C)c2ccccc2)cc1)C(=O)NCCC1=CCCCC1 (stereo not drawn)	-29	-8%	0%	6%	-8%	1%
CCn1cc(/C=C(\NC(=O)c2ccccc2Cl)C(=O)N2CCN(C)CC2)c2ccccc21	?	-11%	196%[activator]	2%	?	-20%
COCCN1C(=O)N(c2cccc(OC)c2)C(=O)C1CC(=O)Nc1ccccc1 (stereo not drawn)	22	-4%	nt	nt	8%	nt
CC(=O)N1CCc2cc(S(=O)(=O)NCC(=O)NCc3ccccc3Cl)ccc21	-12	-3%	-15%	6%	-4%	nt
COc1ccc(C2CC(c3ccccc3)=NN2C(=O)COC(=O)c2cccc(S(=O)(=O)N3CCOCC3)c2)cc1 (stereo not drawn)	57	7%	74%[activator]	?	?	-1%
COc1cccc(NC(=O)c2ccc3nsnc3c2)c1	37	-14%	-28%	2%	-9%	3%
COc1ccc(OCC(=O)Nc2cccc(NC(=O)c3ccco3)c2)cc1	-22	-2%	-34%	-8%	0%	-1%
O=C(CSc1nnc(-c2cccs2)n1-c1cccc(Cl)c1)c1cccc2c1OCCO2	6	-9%	-29%	?	-14%	0%
COC(=O)c1ccc(COc2ccc(/C=N/NC(=O)C(=O)Nc3ccc(OC)cc3)cc2OC)o1	15	0%	-3%	7%	2%	3%
Cc1ccc(NC(=O)CSc2ncc(S(=O)(=O)c3ccc(C(C)C)cc3)c(=O)[nH]2)cc1C	-18	-12%	nt	nt	0%	nt
COc1ccc(NC(=O)C(C)N(C)Cc2ccc3ccccc3c2)cc1 (stereo not drawn)	18	1%	39%[activator]	?	-2%	4%
Nc1nccc(-c2ccc(-n3cnc4ccccc43)cc2)n1	-70*	-9%	-12%	-7%	-4%	4%
NNc1nc(-c2ccccc2)c2ccccc2n1	-32	nt	-50%	16%	-2%	-12%
Cc1cccc(/C=C(\C(=O)C(=O)O)c2ccc3ccccc3n2)c1	129	-15%	-35%	8%	-13%	-7%
CCOc1ccc(NC(=O)N2CCN(C(=O)c3nsc4ccccc34)CC2)cc1	?	6%	nt	nt	10%	nt
COc1ccc(C(=S)N2CCCC2)cc1C	6	-13%	-15%	6%	-9%	5%
CC1CCCN(CCCNC(=O)c2cc3c(Cl)nc4ccccc4c3s2)C1 (stereo not drawn)	-91*!	-11%&7%	76%[activator]	13µM*	-4%&1%	-2%
O=C(CCN1C(=O)C2C3C=CC(C3)C2C1=O)NCc1cccnc1 (stereo not drawn)	-12	-13%	-18%	12%	-1%	1%
CCCCn1c(N)c(N(CCOC)C(=O)CSc2n[nH]c(-c3ccc(OC)cc3)n2)c(=O)[nH]c1=O	-76*	-11%	-10%	15%	3%	nt
Cc1ccc(C(=O)NCC(=O)N2CCCCCCC2)cc1C	2	-2%	-17%	8%	-4%	nt
CCN(CC(=O)NC(=O)NCc1ccccc1)Cc1ccccc1	-36	-17%	-9%	7%	-7%	nt
Cc1onc(-c2ccccc2)c1C(=O)NCCc1ccc(Cl)cc1	-20	9%	-1%	-6%	-12%	0%[12.9 µM]

Rows were taken by chance. Share with any hit: about 9.9%.
